# DT40 TDP1 CPT = DT40-hTDP1 cell growth loss with CPT; chicken DT40 Tdp1-/-;hTDP1 cells + 20 nM CPT, ATP luminescence, 48 h; Potency, µM (doses to about 46.2 µM), for inactives: top-dose activity change, negative = growth inhibition, hits mostly inhibitors; 12% of 420,000 active; note: nearly all actives have a fitted effect of over 55% in size
#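 Chicken DT40 Tdp1-/- cells complemented with human TDP1, 400 cells/well, exposed to compounds plus 20 nM camptothecin for at least 48 h at 37 C; viability read as ATP content by CellTiter-Glo luminescence.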
# TDP1 block = blocks human tyrosyl-DNA phosphodiesterase 1 | recombinant TDP1, AlphaScreen DNA substrate cleavage | 0.28% of 350,000 active | Potency, µM (doses to about 130 µM), for the others: at the highest dose activity change, negative = inhibition, hits mostly inhibitors; note: nearly all actives have a fitted effect of over 40% in size
# Target sequence (Q9NUW8 whole entry, looked up): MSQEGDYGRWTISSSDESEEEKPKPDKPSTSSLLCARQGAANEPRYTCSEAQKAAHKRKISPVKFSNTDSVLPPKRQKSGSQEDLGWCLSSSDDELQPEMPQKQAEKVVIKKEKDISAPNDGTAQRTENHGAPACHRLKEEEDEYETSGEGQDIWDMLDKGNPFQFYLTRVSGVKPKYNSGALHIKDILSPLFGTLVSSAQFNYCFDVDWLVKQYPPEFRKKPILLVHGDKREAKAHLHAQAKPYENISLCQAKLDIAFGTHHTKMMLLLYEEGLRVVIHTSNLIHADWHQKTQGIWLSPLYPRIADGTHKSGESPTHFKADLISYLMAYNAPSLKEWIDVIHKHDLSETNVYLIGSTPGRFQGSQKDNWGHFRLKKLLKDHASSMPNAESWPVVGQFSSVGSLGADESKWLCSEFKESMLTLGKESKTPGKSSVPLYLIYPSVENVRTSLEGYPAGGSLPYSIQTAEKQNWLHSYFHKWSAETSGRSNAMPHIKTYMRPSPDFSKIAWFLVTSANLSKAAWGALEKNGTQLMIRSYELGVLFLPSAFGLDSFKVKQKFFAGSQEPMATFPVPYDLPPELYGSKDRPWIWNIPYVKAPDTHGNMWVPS
#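 AlphaScreen read-out: signal falls as enzyme removes the 3' tyrosine-FITC from a 5'-biotinylated DNA oligo (15 nM, 5 min, RT). Enzyme was E. coli-made recombinant Tdp1 at 1 nM, exposed to compound for 15 min beforehand; beads 10 ug/ml, 10 min.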
# DT40 TDP1 no CPT = qHTS for Inhibitors of human tyrosyl-DNA phosphodiesterase 1 (TDP1): qHTS in cells in absence of CPT | DT40 Tdp1-/- hTDP1 cells, no CPT, ATP luminescence, 48 h | Potency, µM (titrated, usually from 46.2 µM), for inactives: at the top dose activity change, negative = growth inhibition, hits mostly inhibitors | 15% of 420,000 active; note: nearly all actives have a fitted effect of over 55% in size
#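 Cells were dispensed at 400 per well, compounds added by pin tool, plates incubated ≥48 hr at 37 °C, then CellTiter-Glo added for 30 min at room temperature before luminescence reading. Line: DT40 Tdp1-/- complemented with hTDP1; camptothecin omitted.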
# An asterisk follows results filed as active; ? = inconclusive; . = not tested or not shown; & = joins results of further samples; [ ] = remark or other dose. Calls come from the whole dose curve; as a rule, active = well fitted curve in the direction sought with a large enough effect; inconclusive = small, poorly fitted or top-dose-only effect, or another doubt; inactive = no such curve, though single readings can be large; an effect the other way counts as inactive or inconclusive. % is set by controls: 0 for no effect and ±100 for the full control effect; potency is the fitted concentration of half-maximal effect.
Molecule,DT40 TDP1 CPT,TDP1 block,DT40 TDP1 no CPT
Cc1cc(=O)[nH]c(N/N=C/c2cc(C)n(CC(F)(F)F)c2C)n1,8.2µM*,6%,7.3µM*
O=C(O)C1=C(C(=O)Nc2ccc(F)c(Cl)c2)CCCC1,6%,6%,-17%
O=C(CNC(=O)c1cccs1)c1ccc(Br)cc1,7%,.,-14%
COCCN(C(=O)c1csnn1)C(C(=O)NC1CCCCC1)c1ccc(Cl)cc1 (centres undefined),-12%,12%,-19%
CSCC[C@H](NC(=O)c1ccc(Cl)c(S(=O)(=O)N2CCCC2)c1)c1nc2ccccc2[nH]1,?,1%,?
CC(Sc1nc2sccc2c(=O)n1-c1ccccc1)C(N)=O (centres undefined),-11%,-8%,-21%
C(=C\c1ccccc1)/CSc1ccccn1,10%,.,-1%
CCOC(=O)N1CCN(c2c(NCCc3ccccc3)c(=O)c2=O)CC1,2%,2%,4%
COC(=O)c1cc(C(=O)OCC(=O)Nc2cc(C)on2)cc([N+](=O)[O-])c1,3%,-8%,0%
Cc1ccc2nc(NC(=O)CN3C(=O)NC4(CCCC4)C3=O)sc2c1,?,-13%,?
CC(=O)c1ccc(NC(=O)/C=C/c2ccc(C)cc2)cc1,-11%,-5%,-26%
CCn1cc(C(=O)O)c(=O)c2cnc(N3CCN(C(=S)Nc4ccccc4)CC3)nc21,?,4%,?
Cc1ccc(C(=O)N2CCN(c3ccc(NC(=S)NC(=O)c4cccs4)cc3)CC2)cc1,?,9%,21µM*
Cc1ccc(C)c(C(O)c2ncc(-c3ccccc3Cl)[nH]2)c1 (centres undefined),?,.,-26%
CCC(Oc1ccc(Br)cc1)C(=O)N1CCN(c2ncccn2)CC1 (centres undefined),-22%,0%,-24%
COc1ccc2[nH]c3c(c2c1)CCN1C(=O)C(CC(=O)NCCCn2ccnc2)C[C@H](C(=O)N2CCCCC2)[C@@]31CCc1ccccc1 (some centres undefined),?,3%[56.1 µM],?
Cc1ccc(-c2nc(SCC(=O)Nc3cc(C)on3)c3c(=O)n(C)c(=O)n(C)c3n2)cc1,12µM*,1%&5%,15µM*
Cc1c(CCC(=O)NCCCn2ccnc2)c(=O)oc2c(C)c3occ(C(C)(C)C)c3cc12,?,8%,21µM*
COc1ccc(OCc2nnc(SCC(=O)NNC(=O)c3ccc(C)cc3)n2C)cc1,-10%,-1%,0%
O=C(NC(=S)Nc1ccc(Cl)c(C(=O)O)c1)c1cccc(COc2ccccc2)c1,-21%,2%[56.1 µM],10%
Cc1ccc(C(CC(=O)O)Nc2nc(N3CCCCC3)nc(N3CCCCC3)n2)cc1 (centres undefined),-14%,1%,-18%
CCN(CC)CCSc1nc2ccc(OC)cc2[nH]1,-8%,0%,0%
COc1ccc(-n2c(=O)cc(N3CCN(c4ccccc4OC)CC3)[nH]c2=O)cc1,?,4%,?
CCn1c(CCNC(=O)c2cccs2)n[nH]c1=S,-13%,3%,-14%
Cc1cccc(OCc2nc(CC(=O)Nc3ccc(Cl)cc3)cs2)c1,21µM*,6%,?
Cc1ccnc(NC2CCCCC2)c1,-25%,1%,-29%
CCOCCCn1c(SC(C(=O)Nc2cc(C)ccc2C)c2ccccc2)nnc1-c1ccc(Cl)cc1 (centres undefined),-14%,6%,-14%
Cc1noc(C)c1-c1cc(NCc2cccnc2)ncn1,-6%,.,3%
CC(=O)N/C(=C\c1ccccc1)C(=O)OCC(=O)c1c(N)n(CC(C)C)c(=O)n(C)c1=O,-6%,.,-20%
CCOC(=O)C1(CCCc2ccccc2)CCN(Cc2nccn2CC)CC1,?,.,?
CO[C@@H]1[C@@H](OC)[C@H](C)[C@@](O)(CC(=O)O)O[C@H]1[C@H](C)[C@H]1O[C@@]2(CC[C@@](C)([C@H]3CC[C@@](C)([C@@H]4O[C@@H]([C@H]5O[C@](C)(O)[C@H](C)C[C@@H]5C)C[C@@H]4OC4C[C@H](OC)[C@@H](OC)[C@H](C)O4)O3)O2)C[C@H](O)[C@H]1C (some centres undefined),0.6µM*,.,0.34µM*
O=C(CN1C(=O)CCSc2ccccc21)Nc1ccc2c(c1)OCO2,-12%,2%,-21%
COC(=O)c1ccccc1NC(=S)N(C)C,27%,-1%,-5%
O=C(Nc1ccn(Cc2ccc(F)cc2)n1)c1ccncc1,18µM*,6%,12µM*
O=C(Nc1ccc2c(c1)OCCO2)C1c2ccccc2OCC(=O)N1Cc1ccco1 (centres undefined),-13%,.,-23%
Cc1n[nH]c(=O)n1-c1ccc(OC(F)(F)F)cc1,2%,6%,-14%
CCOC(=O)N1CCN(S(=O)(=O)c2ccc(C(=O)Nc3nnc(CC)o3)cc2)CC1,23%,0%,-30%
O=S(=O)(c1ccccc1C(F)(F)F)N1CCC(n2cnc3ccccc32)CC1,?,4%,?
CC(C)C(c1nnnn1Cc1ccccc1)N1CCN(Cc2ccc3c(c2)OCO3)CC1 (centres undefined),?,1%,?
Cc1cc(-c2ccnc(-n3ncc(C(=O)N4CCCCC4c4cccnc4)c3C3CC3)n2)c(C)s1 (centres undefined),8%[9.04 µM],.,-3%
CC1CCC2C(C1)Nc1c(C(=O)O)cccc1C2(C)C (centres undefined),-4%,5%,0%
CC(C)(C)C(=O)Nc1cc2c3c(c1)CC(=O)N3CCC2,3%,1%,-10%
Cc1cccc(OCC(=O)N(Cc2nnc(-c3ccccc3Cl)o2)C2CC2)c1,16µM*,0%,?
CCOC(=O)C1=C(C)Nc2ncnn2C1/C=C/c1ccccc1 (centres undefined),?,1%,?
CC(=O)c1cnc2sccn2c1=O,1%,-3%,-7%
Cc1cc(/C=N/NS(=O)(=O)c2ccc(F)c(Cl)c2)no1,?,8%,?
CCCC(=O)Nc1ccc2oc(-c3cncc(Br)c3)nc2c1,-4%,1%,?
O=C1OC2(CCCCC2)OC(=O)C1=CNc1ccc2c(c1)OCO2,-23%,4%,-15%
Cc1c(C(=O)N2CCCCCC2)c(S(=O)(=O)Nc2ccc(OC(F)(F)F)cc2)c(C)n1C,23µM*,11%,16µM*
COc1ccc2cc(CCNS(=O)(=O)c3ccc(NC(C)=O)cc3)c(=O)[nH]c2c1,-1%,2%,-16%
CCc1ccc(CNC(=O)CN2C(=O)c3cccnc3Oc3ccc(Cl)cc32)cc1,?,-5%,16µM*
CCOC(=O)c1cc(C#N)c(SC(C)C(=O)NC2CCCCC2)nc1C (centres undefined),-24%,1%,-29%
Cc1ccc(CC(=O)N/N=C/c2ccc3c(c2)OCO3)cc1,4%,-1%,-18%
O=C(CSc1nc2ccccc2[nH]1)N/N=C/c1ccco1,6%,-21%,-17%
Cc1cccc(N=Nc2cn[nH]c2-c2ccco2)c1,33%[activator],9%,3%
Cc1c(N=O)c(-c2ccccc2)n(O)[n+]1[O-],?,.,?
CCc1ccc(/C=N\n2cnnc2)cc1,-3%,2%,3%
COc1ccc(CCNC(=O)Cn2cccc2C(=O)c2ccccc2)c(OC)c1,?,5%,-22%
COc1ccc(N(CC(=O)NCCSCc2cccc(Cl)c2)S(C)(=O)=O)cc1,0%,3%,-11%
CCOc1ccc(CCN2C(=O)C(=O)N([C@@H](CC(C)C)CN3CCC[C@@H]3CN3C(=O)C(=O)NC[C@@H]3CC(C)C)C[C@@H]2Cc2ccccc2)cc1,?,.,?

# Next section.
Molecule,DT40 TDP1 CPT,TDP1 block,DT40 TDP1 no CPT
Cc1csc(=O)n1CCC(=O)OCC(=O)NCc1ccc(Cl)cc1Cl,-21%,-6%,3%
O=S(=O)(NCc1ccc2c(c1)OCO2)c1cccc(F)c1,12%,.,-27%
COc1cccc2c1OCC(C(=O)OCc1cccnc1)=C2,4%,0%,-3%
CC(O)Cn1c(N2CCCC2)nc2c1c(=O)[nH]c(=O)n2C (centres undefined),-2%,.,-7%
COc1cc(S(=O)(=O)N2CCN(C(=O)c3ccccc3F)CC2)c(OC)cc1NC(C)=O,0%,2%,-22%
COc1ccc(C(=O)NCCc2ccc(Cl)cc2)cc1S(=O)(=O)N1CCCCC1C (centres undefined),?,0%,?
O=C(c1cc2ccccc2cc1O)N1CCN(c2ccc([N+](=O)[O-])cc2)CC1,29µM*,.,15µM*
Nc1nnc(SCC(=O)NCCOc2ccccc2)s1,?,-6%[56.1 µM],-3%
CC(=O)N1CCSc2ccc(S(=O)(=O)Nc3ccc(C)cc3)cc21,?,5%,-16%
O=C1C2C3C=CC(C2C(=O)N1c1ccccc1O)C1C2C(=O)N(c4ccccc4O)C(=O)C2C31 (centres undefined),5%,-8%,0%
COc1cccc(-c2csc(N3CCN(C(=O)Nc4ccccc4Cl)CC3)n2)c1,?,4%,?
O=C(CSCc1ccccc1)Nc1nccs1,-22%,0%,-16%
CCCNC(=O)C1(C)CCN(Cc2csc3ccccc23)C1 (centres undefined),?,.,?
Cc1ccc(NC(=O)N2CCc3ccccc3C2)cc1,-3%,8%,-16%
COc1ccc([N+](=O)[O-])cc1NC(=O)C(C)N1CCN(C(=O)c2ccco2)CC1 (centres undefined),?,2%,-7%
N[C@@H](Cn1cc(F)c(=O)[nH]c1=O)C(=O)O,4%,-12%[56.1 µM],0%
O=C(CCNC(=O)c1ccc([N+](=O)[O-])cc1)Nc1cc(C(F)(F)F)ccc1N1CCOCC1,?,.,?
Cc1[nH]nc2c1C(c1c[nH]c3ccccc13)C(C#N)=C(N)O2 (centres undefined),1%,1%,0%
O=C(OC[C@@H]1CCCN2CCCC[C@H]12)c1cc2ccccc2oc1=O,0%,3%,-1%
CC1(C)CC(=O)c2c(-c3cccs3)n[nH]c2C1,-21%,3%,-3%
COc1ccc(NC(=O)c2sc3nc(N4CCOCC4)c4c(c3c2N)CC(C)(C)OC4)c(OC)c1,?,2%,1%
O=C(c1ccc([N+](=O)[O-])o1)N1CCN(c2nc3c(F)cc(F)cc3s2)CC1,?,4%,?
CCOC(=O)c1c(C)[nH]c(C(=O)OCc2ccc([N+](=O)[O-])cc2)c1C,?,3%,-10%
O=C(NCCNC(=O)c1ccc(-c2ccc(Cl)c(Cl)c2)o1)c1cnccn1,?,5%,15µM*
CCOc1ncccc1C(=O)N1CCN(c2cccc(C)c2C)CC1,0.52µM*,4%,0.58µM*
CCCCc1ccc(NC(=S)NCCc2ccc(F)cc2)cc1,?,8%,?
COc1ccc(CCNC(=O)c2ccc(-n3c(C)cc4c3CCC(C)C4)cc2)cc1OC (centres undefined),?,7%,21µM*
COc1ccc(S(=O)(=O)NC(CC(=O)NCc2ccco2)C(C)C)cc1 (centres undefined),-5%,-1%,-20%
CCc1ccc(NC(=O)CSC2=Nc3ccccc3C3=NC(CC(=O)NCc4cccs4)C(=O)N23)cc1 (centres undefined),7.3µM*,3%,4.6µM*
CCOC(=O)C1CCN(C(=O)c2cccc(S(=O)(=O)N3CCc4ccccc43)c2)CC1,?,1%,?
CC1CCCC(C)N1NC(=O)c1cccc(S(=O)(=O)N2CCc3ccccc32)c1 (centres undefined),-29%,-3%,?
COc1cccc(NC(=O)Cn2c(=O)n(-c3cccc(OC)c3)c(=O)c3sc4ccccc4c32)c1,?,-1%,?
O=C(c1ccc2c(c1)OCO2)N1CCCC1,-1%,1%,-2%

# Entries from the list above containing an aryl thioether with sulfur outside any ring:
Molecule,DT40 TDP1 CPT,TDP1 block,DT40 TDP1 no CPT
CC(Sc1nc2sccc2c(=O)n1-c1ccccc1)C(N)=O (centres undefined),-11%,-8%,-21%
C(=C\c1ccccc1)/CSc1ccccn1,10%,.,-1%
Cc1ccc(-c2nc(SCC(=O)Nc3cc(C)on3)c3c(=O)n(C)c(=O)n(C)c3n2)cc1,12µM*,1%&5%,15µM*
COc1ccc(OCc2nnc(SCC(=O)NNC(=O)c3ccc(C)cc3)n2C)cc1,-10%,-1%,0%
CCN(CC)CCSc1nc2ccc(OC)cc2[nH]1,-8%,0%,0%
CCOCCCn1c(SC(C(=O)Nc2cc(C)ccc2C)c2ccccc2)nnc1-c1ccc(Cl)cc1 (centres undefined),-14%,6%,-14%
CCOC(=O)c1cc(C#N)c(SC(C)C(=O)NC2CCCCC2)nc1C (centres undefined),-24%,1%,-29%
O=C(CSc1nc2ccccc2[nH]1)N/N=C/c1ccco1,6%,-21%,-17%
Nc1nnc(SCC(=O)NCCOc2ccccc2)s1,?,-6%[56.1 µM],-3%
